BioA inh: blocks M. tuberculosis BioA enzyme activity; purified M. tuberculosis BioA enzyme, plate reader; inhibition, % at 9.99 µM; actives 0.096% (n = 360,000); AID 602481; in the data active = inhibition above about 40%
The depositor's hits bear a star.

SMILES	BioA inh
N#C[C@@H]1[C@@H](c2ccc(C#CC3CCCC3)cc2)[C@H](CO)N1C(=O)Nc1ccc(F)cc1	-2.4
O=C(C[C@H]1C=C[C@H](NS(=O)(=O)c2ccc(F)cc2)[C@@H](CO)O1)NCc1ccncn1	-0.5
CC(=O)N(C)C[C@H]1Oc2cc(-c3ccccc3C)ccc2S(=O)(=O)N([C@H](C)CO)C[C@@H]1C	-1.6
COCC(=O)N1C[C@H](C)[C@@H](OC)CN(C)C(=O)c2cc(NC(=O)NC(C)C)ccc2OC[C@H]1C	0.9
CN1C(=O)c2cc(NC(=O)C3CCOCC3)ccc2OC[C@H]2O[C@@H](CC(=O)NCCc3ccncc3)CC[C@H]21	-14.3
COc1cccc(S(=O)(=O)N(C)C[C@H]2Oc3ncc(C#CCN(C)C)cc3C(=O)N([C@@H](C)CO)C[C@@H]2C)c1	-1.9
O=C(c1ccncc1)N1CC[C@@H]2[C@@H](CO)Nc3ccc(C4=CCCCC4)cc3[C@@H]21	-0.1
C[C@@H]1CN([C@@H](C)CO)C(=O)Cc2cc(NC(=O)C3CC3)ccc2O[C@@H]1CN(C)S(=O)(=O)c1ccc(F)cc1	4.2
O=C(Nc1ccc(Cl)cc1)N[C@@H]1CC[C@H](CCn2cc(C3(O)CCCC3)nn2)O[C@@H]1CO	2.4
C[C@H]1CN([C@@H](C)CO)C(=O)Cc2cc(N(C)C)ccc2O[C@@H]1CN(C)C(=O)NC1CCCCC1	-1.1
COc1ccc(S(=O)(=O)Nc2ccc3c(c2)C(=O)N([C@H](C)CO)C[C@H](C)[C@@H](CN(C)C(=O)Nc2ccc(C(F)(F)F)cc2)OCCCC[C@@H](C)O3)cc1	-1.9
COc1ccc(S(=O)(=O)Nc2ccc3c(c2)C(=O)N([C@H](C)CO)C[C@@H](C)[C@H](CN(C)C(=O)Nc2ccc(C(F)(F)F)cc2)OCCCC[C@@H](C)O3)cc1	0.5
C[C@@H]1CN([C@@H](C)CO)C(=O)c2cc(C#CCN(C)C)cnc2O[C@@H]1CN(C)Cc1ccccc1	-0.7
C[C@@H]1CN([C@H](C)CO)C(=O)Cc2cc(NC(=O)CCN3CCOCC3)ccc2O[C@H]1CN(C)Cc1ccncc1	-0.2
COc1cccc(C#Cc2ccc3c(c2)O[C@H](CN(C)C)[C@@H](C)CN([C@H](C)CO)S3(=O)=O)c1	-0.7
Cc1noc(C)c1NC(=O)N(C)C[C@H]1Oc2c(NS(=O)(=O)c3cccs3)cccc2C(=O)N([C@@H](C)CO)C[C@@H]1C	1.4
COCC#Cc1ccc([C@H]2[C@@H](CO)N3CCCCN(Cc4cncnc4)C[C@@H]23)cc1	4.3
CO[C@H]1CN(C)C(=O)c2ccc(NC(=O)C3CC3)cc2OC[C@H](C)N(Cc2cc(F)ccc2F)C[C@@H]1C	-0.6
C[C@H]1CN([C@@H](C)CO)C(=O)c2cc(-c3ccncc3)cnc2O[C@@H]1CN(C)C(=O)C1CCCCC1	1.6
COc1ccc(-c2ccc3c(c2)[C@H]2[C@H](CCN2C(=O)c2ccccc2F)[C@H](CO)N3C)cc1	1.1
O=C(c1ccccn1)N1C[C@@H]2[C@H](c3ccccc31)[C@@H](CO)N2C(=O)Nc1ccccc1	2.2
C[C@@H]1CN([C@@H](C)CO)S(=O)(=O)c2ccc(C3=CCCC3)cc2O[C@H]1CN(C)C(=O)c1ccccc1	6.2
C[C@H]1CN([C@@H](C)CO)C(=O)c2cccc(NC(=O)C3CC3)c2O[C@@H]1CN(C)S(=O)(=O)c1cn(C)cn1	-4.6
COc1ccc(NC(=O)N(C)C[C@@H]2Oc3c(NC(=O)Nc4c(C)noc4C)cccc3C(=O)N([C@H](C)CO)C[C@@H]2C)cc1	-0.7
C[C@H]1CN([C@@H](C)CO)C(=O)Cc2cc(NC(=O)NC3CCCCC3)ccc2O[C@@H]1CN(C)S(=O)(=O)c1ccc(Cl)cc1	-0.5
O=C(c1cccc(F)c1)N1CC[C@H]2[C@H](CO)Nc3ccc(-c4cccc(F)c4)cc3[C@H]21	38.6
C/C=C/c1cnc2c(c1)C(=O)N([C@H](C)CO)C[C@H](C)[C@H](CN(C)S(=O)(=O)c1ccc(C)cc1)O2	0.1
C[C@@H]1CN([C@H](C)CO)C(=O)c2cccc(NC(=O)c3ccc(-c4nccs4)cc3)c2O[C@@H]1CN(C)S(C)(=O)=O	-3.8
C[C@@H]1CN([C@@H](C)CO)C(=O)c2cc(/C=C/c3ccccc3)cnc2O[C@H]1CN(C)Cc1ccccc1	1.2
CNC[C@@H]1Oc2ncc(/C=C/c3ccccc3)cc2C(=O)N([C@@H](C)CO)C[C@@H]1C	0.8
C[C@@H]1CN([C@H](C)CO)S(=O)(=O)c2ccc(C3=CCCCC3)cc2O[C@H]1CN(C)C(=O)Cc1ccccc1	0.5
Cn1cnc(S(=O)(=O)N2C[C@H](O)COC[C@H]3O[C@H](CC(=O)NCc4cc(F)cc(F)c4)CC[C@@H]32)c1	-1.4
CC(C)C#Cc1ccc([C@@H]2[C@H]3CN(S(=O)(=O)Cc4ccccc4)CCCCN3[C@H]2CO)cc1	6.4
C[C@@H]1CN([C@@H](C)CO)S(=O)(=O)c2ccc(-c3ccccc3)cc2O[C@H]1CN(C)Cc1ccccn1	2.8
COc1ccc(NC(=O)Nc2ccc3c(c2)C(=O)N([C@@H](C)CO)C[C@@H](C)[C@@H](CN(C)S(=O)(=O)c2cn(C)cn2)OCCCC[C@@H](C)O3)cc1	3.9
CC(C)c1cn(CC[C@H]2CC[C@H](N)[C@@H](CO)O2)nn1	7.4
CO[C@H]1CN(C)C(=O)c2ccc(NC(=O)C3CCCCC3)cc2OC[C@@H](C)N(Cc2cccnc2)C[C@@H]1C	1.2
C[C@@H]1CN([C@@H](C)CO)C(=O)c2cc(C#C[C@@H](C)O)cnc2O[C@H]1CN(C)CC1CCCCC1	1.6
CCNC(=O)[C@@H]1[C@@H](CO)[C@@H]2Cn3c(ccc(-c4cccc(OC)c4)c3=O)[C@@H]2N1Cc1nccs1	-0.2
COc1ccc(NC(=O)N(C)C[C@@H]2Oc3ccc(NC(=O)Cc4cn(C)c5ccccc45)cc3C(=O)N([C@@H](C)CO)C[C@@H]2C)cc1	-1.5
Cc1ccc(S(=O)(=O)N(C)C[C@H]2Oc3ccc(NC(=O)CCN4CCOCC4)cc3C(=O)N([C@H](C)CO)C[C@@H]2C)cc1	-0.5
C[C@@H]1CN([C@@H](C)CO)C(=O)c2cccc(NC(=O)C3CC3)c2O[C@@H]1CN(C)C(=O)NC1CCCCC1	-1.3
O=C(C[C@H]1C[C@H]2c3cc(NC(=O)C4CCC4)ccc3O[C@H]2[C@@H](CO)O1)NCc1ccc(Cl)cc1	-3.0
C[C@@H]1CCCCO[C@H](CN(C)C(=O)Nc2ccc(C(F)(F)F)cc2)[C@@H](C)CN([C@H](C)CO)C(=O)c2cc(NS(C)(=O)=O)ccc2O1	-1.2
C[C@H](CO)N1C[C@H](C)[C@@H](CN(C)Cc2ccc(C(F)(F)F)cc2)Oc2c(NS(=O)(=O)c3ccccc3)cccc2C1=O	4.0
C[C@@H]1CN([C@H](C)CO)C(=O)c2cccc(NC(=O)Nc3ccc(F)cc3)c2O[C@@H]1CN(C)Cc1ccc(C(F)(F)F)cc1	-0.1
Cc1noc(C)c1NC(=O)Nc1ccc2c(c1)C(=O)N([C@@H](C)CO)C[C@@H](C)[C@H](CN(C)C(=O)Nc1c(C)noc1C)OCCCC[C@H](C)O2	-1.5
CCCNC(=O)N(C)C[C@H]1Oc2ncc(-c3ccccc3)cc2C(=O)N([C@H](C)CO)C[C@H]1C	-4.3
C[C@H]1CN([C@@H](C)CO)C(=O)c2cccc(NC(=O)Nc3ccc4c(c3)OCO4)c2O[C@H]1CN(C)C	-1.8
COc1ccc(NC(=O)N(C)C[C@H]2Oc3ccc(NC(=O)Nc4ccc5c(c4)OCO5)cc3C(=O)N([C@@H](C)CO)C[C@@H]2C)cc1	0.5
CC(=O)N1CCCCN2[C@@H](CO)[C@@H](c3ccc(Br)cc3)[C@@H]2C1	-0.1
COc1ccc(NC(=O)N2C[C@@H](O)COC[C@H]3O[C@@H](CC(=O)N4CCN(C)CC4)CC[C@@H]32)cc1	-2.6
CCCNC(=O)N1C[C@@H](C)[C@@H](OC)CN(C)C(=O)c2cc(NC(C)=O)ccc2OC[C@@H]1C	-1.8
CC(=O)N[C@H]1CC[C@H](CCNC(=O)C2CC2)O[C@@H]1CO	2.8
CO[C@H]1CN(C)C(=O)c2cc(NC(=O)C3CCOCC3)ccc2OC[C@H](C)N(Cc2cccnc2)C[C@H]1C	-2.5
CCCNC(=O)N(C)C[C@@H]1Oc2ncc(C#C[C@H](C)O)cc2C(=O)N([C@@H](C)CO)C[C@@H]1C	-1.9
CCc1cnc(N2[C@@H](C#N)[C@H](c3ccc(C#Cc4ccccc4F)cc3)[C@@H]2CO)s1	-3.9
COc1cc2c(cc1OC)CN(C(=O)[C@H]1[C@@H]3C(=O)O[C@@H](c4ccccc4)[C@@H](c4ccccc4)N3[C@@H](c3ccccc3OCCO)[C@]13C(=O)Nc1ccccc13)CC2	-4.5
CNC[C@H]1Oc2cc(C#CC3(O)CCCC3)ccc2S(=O)(=O)N([C@H](C)CO)C[C@H]1C	1.3
CC(C)CC#Cc1cnc2c(c1)C(=O)N([C@@H](C)CO)C[C@@H](C)[C@H](CN(C)C(=O)c1ccc(F)cc1)O2	0.9

Nothing new here: twelve of the compounds above.
SMILES	BioA inh
C[C@H]1CN([C@@H](C)CO)C(=O)c2cccc(NC(=O)Nc3ccc4c(c3)OCO4)c2O[C@H]1CN(C)C	-1.8
COc1ccc(NC(=O)N(C)C[C@H]2Oc3ccc(NC(=O)Nc4ccc5c(c4)OCO5)cc3C(=O)N([C@@H](C)CO)C[C@@H]2C)cc1	0.5
CC(=O)N1CCCCN2[C@@H](CO)[C@@H](c3ccc(Br)cc3)[C@@H]2C1	-0.1
COc1ccc(NC(=O)N2C[C@@H](O)COC[C@H]3O[C@@H](CC(=O)N4CCN(C)CC4)CC[C@@H]32)cc1	-2.6
CCCNC(=O)N1C[C@@H](C)[C@@H](OC)CN(C)C(=O)c2cc(NC(C)=O)ccc2OC[C@@H]1C	-1.8
CC(=O)N[C@H]1CC[C@H](CCNC(=O)C2CC2)O[C@@H]1CO	2.8
CO[C@H]1CN(C)C(=O)c2cc(NC(=O)C3CCOCC3)ccc2OC[C@H](C)N(Cc2cccnc2)C[C@H]1C	-2.5
CCCNC(=O)N(C)C[C@@H]1Oc2ncc(C#C[C@H](C)O)cc2C(=O)N([C@@H](C)CO)C[C@@H]1C	-1.9
CCc1cnc(N2[C@@H](C#N)[C@H](c3ccc(C#Cc4ccccc4F)cc3)[C@@H]2CO)s1	-3.9
COc1cc2c(cc1OC)CN(C(=O)[C@H]1[C@@H]3C(=O)O[C@@H](c4ccccc4)[C@@H](c4ccccc4)N3[C@@H](c3ccccc3OCCO)[C@]13C(=O)Nc1ccccc13)CC2	-4.5
CNC[C@H]1Oc2cc(C#CC3(O)CCCC3)ccc2S(=O)(=O)N([C@H](C)CO)C[C@H]1C	1.3
CC(C)CC#Cc1cnc2c(c1)C(=O)N([C@@H](C)CO)C[C@@H](C)[C@H](CN(C)C(=O)c1ccc(F)cc1)O2	0.9

(listing goes on)
SMILES	BioA inh
C[C@@H]1CN([C@@H](C)CO)S(=O)(=O)c2ccc(C3=CCCCC3)cc2O[C@@H]1CN(C)C(=O)Cc1cccnc1	0.7
CC(C)NC(=O)N1[C@@H]2CN(C(=O)Nc3ccc(Cl)cc3)c3ccccc3[C@@H]2[C@@H]1CO	-4.4
C[C@@H]1CN([C@H](C)CO)C(=O)c2cc(NC(=O)CCCN(C)C)ccc2O[C@@H](C)CCCCO[C@H]1CN(C)S(=O)(=O)c1ccc(F)cc1	-0.6
CCCNC(=O)C[C@H]1CC[C@H]2[C@H](COc3ccc(NC(=O)CC)cc3C(=O)N2C)O1	-1.1
C[C@H]1CCCCO[C@@H](CN(C)C(=O)C2CCCCC2)[C@@H](C)CN([C@@H](C)CO)C(=O)c2cc(NS(=O)(=O)c3ccccc3)ccc2O1	-0.9
CC(C)CC#Cc1ccc2c(c1)O[C@@H](CN(C)Cc1ccccn1)[C@H](C)CN([C@H](C)CO)S2(=O)=O	1.2
CCCC(=O)Nc1ccc2c(c1)OC[C@H](C)N(C(=O)CC1CC1)C[C@H](C)[C@H](OC)CN(C)C2=O	-1.0
C[C@@H]1CN([C@@H](C)CO)C(=O)c2cc(-c3cccnc3)cnc2O[C@H]1CN(C)C(=O)Nc1ccccc1	-1.4
O=C(NCC[C@H]1CC[C@H](NS(=O)(=O)Cc2ccccc2)[C@H](CO)O1)C1CCC1	-0.2
N#Cc1cccc(-c2ccc3c(c2)[C@@H]2[C@@H](CCN2C(=O)c2ccncc2)[C@H](CO)N3)c1	-1.7
C[C@@H]1CN([C@@H](C)CO)C(=O)c2cccc(NS(=O)(=O)c3ccc(F)cc3)c2O[C@H]1CN(C)CC1CC1	-0.8
O=S(=O)(c1ccccc1)N1CCCCN2[C@@H](CO)[C@H](c3ccc(C#Cc4ccccc4)cc3)[C@@H]2C1	5.4
COc1ccc(-c2ccc3c(c2)[C@@H]2[C@@H](CCN2C(=O)C2CCOCC2)[C@H](CO)N3C)cc1	5.3
C[C@@H]1CN([C@@H](C)CO)C(=O)c2cccc(NC(=O)c3ccncc3)c2O[C@H]1CN(C)C(=O)Nc1ccc(F)cc1	-2.8
C/C=C/c1ccc([C@@H]2[C@@H](CO)N(C(C)=O)[C@H]2CN(CC)C(=O)CN(C)C)cc1	-2.4
C[C@@H]1CCCCO[C@H](CN(C)C(=O)CCC(F)(F)F)[C@H](C)CN([C@H](C)CO)C(=O)c2cc(NS(=O)(=O)c3ccc(F)cc3)ccc2O1	-0.1
O=C(C1CCCCC1)N1C[C@@H]2[C@H](c3ccccc31)[C@H](CO)N2C(=O)c1ccccc1F	10.6
CO[C@H]1CN(C)C(=O)c2cc(NS(C)(=O)=O)ccc2OC[C@H](C)N(C(=O)c2ccc3c(c2)OCO3)C[C@H]1C	4.3
Cc1cccc(S(=O)(=O)N[C@@H]2CC[C@H](CCNS(=O)(=O)c3ccccc3F)O[C@@H]2CO)c1	0.9
C[C@@H]1CN([C@H](C)CO)C(=O)c2cccc(NC(=O)Nc3ccc(C(F)(F)F)cc3)c2O[C@@H]1CN(C)S(=O)(=O)c1cccs1	-0.3
C[C@H](CO)N1C[C@H](C)[C@H](CN(C)S(=O)(=O)c2ccc(Cl)cc2)OCCCC[C@H](C)Oc2ccc(NS(C)(=O)=O)cc2C1=O	-1.9

A portion of the library; the hit share may differ from the screen's.
